NALP1 yeast inh = blocks the NALP1 inflammasome reconstituted in yeast; AID 2071; 0.61% of 280,000 active; inhibition, % at 10 µM; S. cerevisiae NALP1/ASC/caspase-1 growth, X-gal OD620, 72 h; in the data active = inhibition mostly above about 24%, no sharp cut-off; inactive = mostly below about 32%; note: some compounds called inactive have numbers as strong as hits
V1R ag counter = V1a receptor agonism, counter-screen for OXTR agonists | P37288 | CHO-V1R cells, Fluo-8 calcium fluorescence, agonist mode; 0% DMSO, 100% 3 nM vasopressin | activation, % at 3 µM | 0.25% of 320,000 active;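 active = activation above the mean activation of all tested compounds plus 3 SD, per screening run, cut at about 20% in these data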;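 note: signal is peak over basal fluorescence ratio across a 100 second FLIPR read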
GalR3 antagonist = antagonists of human GalR3; HEK293 GalR3-CNG cAMP membrane potential fluorescence; galR3 body fused to GalR1 C-terminus; inhibition, % at 3 µM; 0.44% of 360,000 active; O60755;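 active = inhibition above the screen-wide average plus 3 SD, cut at about 13% in these data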;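 note: forskolin and galanin both at EC90 stimulate the cells; cAMP rise reported by CNG channel membrane potential dye signal; 0% = forskolin plus galanin with DMSO and 100% = forskolin alone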
GPR7 antagonist = human neuropeptides B/W receptor 1 antagonism | inhibition, % at 4.4 µM | AID 1861 | GPR7-expressing cells, fluorescence antagonist assay | 1.1% of 290,000 active | P48145; in the data active = inhibition above about 16%, passing the limit was not always enough;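 note: cells stimulated with the agonist NPW; 0% = agonist with vehicle and 100% = vehicle without agonist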
Target sequence (P48145 whole entry, looked up): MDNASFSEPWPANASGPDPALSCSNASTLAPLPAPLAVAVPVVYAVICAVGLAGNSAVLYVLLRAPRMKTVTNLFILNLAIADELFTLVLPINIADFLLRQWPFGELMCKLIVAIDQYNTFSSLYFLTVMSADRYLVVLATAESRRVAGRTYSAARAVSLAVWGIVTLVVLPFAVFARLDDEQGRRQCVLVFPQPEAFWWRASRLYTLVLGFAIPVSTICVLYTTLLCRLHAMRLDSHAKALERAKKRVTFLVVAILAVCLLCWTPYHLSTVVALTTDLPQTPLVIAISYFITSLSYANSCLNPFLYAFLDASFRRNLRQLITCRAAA
OXTR ag = human OXTR agonism; CHO-OTR cells, Fluo-8 calcium fluorescence; normalized: DMSO 0%, oxytocin 100%; activation, % at 3 µM; P30559; 0.32% of 320,000 active;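 active = activation above the mean of all tested compounds plus 3 SD, cutoff set per screening run, cut at about 20% in these data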;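 note: peak over basal fluorescence ratio from a 100 s FLIPR kinetic read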
Target sequence (P30559 whole entry, looked up): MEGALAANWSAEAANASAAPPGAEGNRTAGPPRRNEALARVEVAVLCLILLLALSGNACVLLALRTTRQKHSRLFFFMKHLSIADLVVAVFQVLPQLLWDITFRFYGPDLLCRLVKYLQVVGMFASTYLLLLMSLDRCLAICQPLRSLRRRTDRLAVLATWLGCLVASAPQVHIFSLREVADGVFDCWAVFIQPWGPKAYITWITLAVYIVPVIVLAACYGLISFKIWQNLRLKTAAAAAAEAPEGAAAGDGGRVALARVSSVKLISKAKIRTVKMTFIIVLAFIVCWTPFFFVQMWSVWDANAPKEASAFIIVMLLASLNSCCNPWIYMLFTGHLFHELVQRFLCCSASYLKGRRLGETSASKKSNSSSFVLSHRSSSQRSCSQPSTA
MEKK2wt PB1 HTS = raises or lowers MEK5 binding to wildtype human MEKK2 PB1 domain; Q9Y2U5; bead flow cytometry, Alexa488-MEK5 binding to MEKK2 WT; actives lie on both sides; 1.1% of 290,000 active; AID 1531; binding response (% of control), % at 10 µM; in the data active = binding response below about 67% or above about 130%
MEKK3 PB1 HTS = modulators (inhibitors or enhancers) of MEK5 binding to human MEKK3 PB1 domain; Q99759; bead-based flow cytometry, Alexa488-MEK5 binding to MEKK3; actives lie on both sides; 0 = blocked by unlabeled MEK5, 100 = vehicle; binding response (% of control), % at 10 µM; 1.4% of 290,000 active;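 active = binding response more than 3 SD above or below the average of its plate-row segment, actives on both sides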;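 note: Alexa488 bead fluorescence after subtracting the streptavidin-only scavenger bead signal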
MEKK2 mut-MEK5 = signal of MEK5 binding to mutant human MEKK2 PB1 domain; bead flow cytometry, Alexa488-MEK5 binding to MEKK2 mutant; percent response, % at 10 µM; AID 1530; 0.35% of 290,000 active; in the data active = percent response above about 24%, passing the limit was not always enough; note: inactives centre near 1; some results filed as inactive read as strong as hits; reference of the scale not given here
PHOSPHO1 inh = blocks human PHOSPHO1 phosphatase activity; inhibition, % at 13.3 µM; recombinant PHOSPHO1, absorbance phosphatase assay; Q8TCT1; 1.1% of 290,000 active; AID 1565; in the data active = inhibition above about 60%
Target sequence (Q8TCT1 whole entry, looked up): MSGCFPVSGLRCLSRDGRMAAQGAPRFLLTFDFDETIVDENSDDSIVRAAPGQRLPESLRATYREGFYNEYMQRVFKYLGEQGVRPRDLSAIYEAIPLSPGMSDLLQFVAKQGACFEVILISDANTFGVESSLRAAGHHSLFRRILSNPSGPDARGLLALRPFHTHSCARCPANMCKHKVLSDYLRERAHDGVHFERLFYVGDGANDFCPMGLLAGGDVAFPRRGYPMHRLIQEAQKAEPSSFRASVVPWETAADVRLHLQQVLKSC
* marks the source's active call; other numbers are inactive results; x = no result given.

Value order – NALP1 yeast inh, V1R ag counter, GalR3 antagonist, GPR7 antagonist, OXTR ag, MEKK2wt PB1 HTS, MEKK3 PB1 HTS, MEKK2 mut-MEK5, PHOSPHO1 inh
- COCCNC(=O)c1c[nH]c2cc(OC)c(OC)cc2c1=O
→ 6, 0.8, 5, 1, -0.1, 100, 102, 2, 7
- CCOc1cccc(C2C(C#N)=C(N)Oc3cc(C)n(Cc4ccccn4)c(=O)c32)c1OCC (configuration not stated)
→ -18, 0.3, -2, 4, 0.4, 102, 103, 2, 9
- Cc1ccc(-n2c(=O)[nH]c3c(C(N)=O)nc(-c4ccc(C)o4)nc32)cc1
→ -5, 1.3, -1, -15, 0.3, x, x, x, 18
- CCOC(=O)c1nnn(-c2nc(N(C)C)nc(N(C)C)n2)c1C
→ 30, -0.7, 1, 8, 0.5, 98, 98, -4, -13
- CC(=O)c1c(C)nn(C(=O)c2cccs2)c1C
→ 2, 0.2, x, -11, -0.6, 113, 112, 6, -7
- Cc1c(N/C=C(\Cl)C(=O)C(F)(F)F)c(=O)n(-c2ccccc2)n1C
→ 0, 0.7, -3, -15, -0.2, 96, 101, -2, -74
- Cc1c(C#N)c2ccccc2n1CC(=O)NCC1CCCO1 (configuration not stated)
→ 5, 0.7, 0, 3, -0.1, 99, 99, -1, 6
- COc1ccc(NC(=S)NC(=O)/C=C/c2cccs2)cc1
→ 10, -0.6, -7, 8, -0.5, 98, 108, -4, 53
- Cc1cc(C(=O)Nc2ccc(S(=O)(=O)Nc3onc(C)c3C)cc2)c(C)o1
→ 17, 0.4, -6, -1, -0.6, 97, 98, 3, -13
- COC(=O)c1c(NC(=O)CN2CCN(c3ccccc3)CC2)c2c(C)cccc2n1C
→ 4, 3.7, -1, -9, 1.5, 96, 92, 14, -14
- Cn1c(SCC#N)nc2ccccc2c1=O
→ 39, 0.7, 3, -20, 0.2, 116, 128*, 29, 6
- COc1cc(/C=C2\SC(=Nc3ccc(F)cc3)N(c3ccc(F)cc3)C2=O)ccc1OCC(=O)O
→ 48, -0.5, x, -3, 0.2, 93, 100, -3, -29
- O=c1cc(NS(=O)(=O)c2ccccc2)nc(SCc2c(Cl)cccc2Cl)[nH]1
→ 17, 1.1, -2, -1, 1.8, 105, 106, -1, -9
- COc1ccccc1NC(=O)CC(=O)c1ccccc1
→ 12, 0.0, 1, -3, -0.9, 104, 102, 2, 38
- O=S(=O)(c1ccc2ccccc2c1)N1CCN(C(=S)Nc2ccc(F)c(Cl)c2)CC1
→ 28, 8.3, -4, -2, -0.5, 130, 109, 4, -15
- Cc1cc(C(=O)NCC(c2ccco2)N(C)C)ccc1[N+](=O)[O-] (configuration not stated)
→ 16, 0.3, -4, -6, 0.7, 98, 99, -1, 32
- CSc1ccc(/C=N/N2CCN(C)CC2)cc1
→ -29, 0.6, -4, -8, 1.3, 99, 93, -4, 24
- O=C(NCCc1ccc(Cl)cc1)c1cccs1
→ 18, 0.1, -4, -2, 1.4, 97, 101, -2, 3
- O=[N+]([O-])c1ccccc1OCC(O)CN1CCN(CC(O)COc2ccccc2[N+](=O)[O-])CC1 (configuration not stated)
→ 3, 1.8, -14, -6, 2.4, 103, 95, -1, 8
- O=C1COc2ccc(C(=O)COC(=O)Cc3ccc(Cl)cc3)cc2N1
→ -7, 0.4, -3, 5, 1.5, 103, 105, 3, -16

In the list so far, these have a cyano group.
Value order – NALP1 yeast inh, V1R ag counter, GalR3 antagonist, GPR7 antagonist, OXTR ag, MEKK2wt PB1 HTS, MEKK3 PB1 HTS, MEKK2 mut-MEK5, PHOSPHO1 inh
- CCOc1cccc(C2C(C#N)=C(N)Oc3cc(C)n(Cc4ccccn4)c(=O)c32)c1OCC (configuration not stated)
→ -18, 0.3, -2, 4, 0.4, 102, 103, 2, 9
- Cc1c(C#N)c2ccccc2n1CC(=O)NCC1CCCO1 (configuration not stated)
→ 5, 0.7, 0, 3, -0.1, 99, 99, -1, 6
- Cn1c(SCC#N)nc2ccccc2c1=O
→ 39, 0.7, 3, -20, 0.2, 116, 128*, 29, 6

Other records follow.
Value order – NALP1 yeast inh, V1R ag counter, GalR3 antagonist, GPR7 antagonist, OXTR ag, MEKK2wt PB1 HTS, MEKK3 PB1 HTS, MEKK2 mut-MEK5, PHOSPHO1 inh
- CCOC(=O)C1CCN(C(=O)Nc2ccc(OC)c(OC)c2)CC1
→ 35, 0.7, -1, -7, 1.3, 106, 101, 4, 24
- CC(Sc1nc2c(c(=O)[nH]1)CCCC2)C(=O)Nc1ccc(S(N)(=O)=O)cc1 (configuration not stated)
→ 11, 0.4, -7, -3, 0.0, 98, 102, -2, 12
- Cc1ccc2c(=O)[nH]c(Cc3ccccc3C(=O)O)nc2c1
→ x, -0.8, -3, 0, -1.7, 90, 98, 2, 10
- O=C(COc1cccc2cccnc12)N1CCc2ccccc21
→ 13, -0.4, -1, 5, -1.1, 91, 101, -9, 41
- CCn1cc(C(=O)N2CCCCC2)c(=O)c2cc(S(=O)(=O)N3CCC(C)CC3)ccc21
→ -4, -1.2, -6, -11, -1.4, 97, 101, -1, 23
- O=C(Nc1ccc2nc3ccccc3nc2c1)c1ccc(Br)cc1
→ 26, 0.0, -3, -8, 1.3, 95, 104, -1, 11
- CN1CCc2c(sc3c2C(=O)NC(c2ccco2)N3)C1 (configuration not stated)
→ 25, 0.1, -1, 6, 0.7, 95, 97, -1, 9
- C[C@@H](C(=O)NC1CCCC1)N1C(=O)N2CCc3c([nH]c4ccccc34)[C@@]2(C)C1=O
→ -19, 4.1, -8, 26*, 5.8, 100, 103, 3, 34
- Brc1ccccc1/C=N/Nc1nc2ccccc2o1
→ 21, -0.6, -4, 4, -0.6, 102, 102, 7, 31
- CCOc1ccc2[nH]c3c(N4CCN(C(=O)c5ccco5)CC4)ncnc3c2c1
→ 4, 0.1, -5, -7, -2.8, 105, 97, -13, 40
- COC(=O)COc1ccc(S(=O)(=O)NCc2cccnc2)cc1C
→ 2, 0.9, -4, -2, 3.6, 97, 98, 0, 44
- CC(=O)C1=C(O)C(=O)N(CCc2c[nH]c3ccccc23)C1c1ccco1 (configuration not stated)
→ 4, 0.1, -2, 0, -0.1, 98, 99, -3, 40
- N/C(=N\c1nc2ccccc2o1)NC(=O)c1cccc(Br)c1
→ -4, -0.1, 5, -18, 0.4, 100, 99, -3, -2
- Cc1cc(=O)[nH]c(N2CCN(C(c3ccccc3)c3ccccc3)CC2)n1
→ 12, -0.1, 0, -6, -1.4, 105, 105, 12, -25
- Cc1cc(S(=O)(=O)Nc2ccc3c(c2)n(C)c(=O)n3C)ccc1F
→ -1, 3.0, -6, 3, 4.6, 92, 102, -11, -28
- Cc1cc(C(F)(F)F)n2ncc(-c3ccccc3)c2n1
→ -39, 0.6, -6, -19, -1.9, 92, 90, -1, -7
- COc1ccc(-c2nc(CS(=O)CC(=O)NCc3ccco3)c(C)o2)cc1OC (configuration not stated)
→ -9, -0.1, x, 2, -1.3, 109, 113, 6, 44
- O=C(NC(=S)N(Cc1ccccc1)Cc1ccccc1)c1ccccc1F
→ 9, -1.2, -5, -3, -1.9, 101, 101, 0, 46
- CC(C)CC(=O)Nc1ccc(F)c(Cl)c1
→ 2, -0.9, 2, -11, -0.4, 102, 100, 2, -4
- CCCn1c(SCC(=O)NCc2ccc(C)cc2)n[nH]c1=O
→ -15, 1.4, -4, -11, 1.2, 96, 100, -2, 6
- COCc1ccc(CN2CCCC(C(=O)Nc3ccccc3-c3ccc(OC)cc3)C2)o1 (configuration not stated)
→ 26, -1.4, 4, -8, -1.1, 92, 92, -9, 34
- Cc1ccc(-c2nnn(CC(=O)N(Cc3ccccc3)C(C(=O)NC(C)(C)C)c3ccncc3)n2)o1 (configuration not stated)
→ 0, -0.6, x, -8, -0.9, 104, 101, 2, 14
- CN(C)c1ccc(/C=N/Nc2cccc(C(=O)O)c2)cc1
→ 10, 1.1, -9, 12, 0.1, 108, 104, 3, 5
- COCC1CCCN(Cc2nc(-c3ccc4c(c3)OCO4)no2)C1 (configuration not stated)
→ 6, 1.2, 6, -2, -0.2, 109, 105, 5, 44
- CC(C)(C)C(=O)N(Cc1ccccc1)c1ccccn1
→ -1, 0.0, -4, -10, -0.7, 84, 84, -17, -11
- Cc1cc(C)cc(N(CC(=O)NC2CC3CCC2C3)S(C)(=O)=O)c1 (configuration not stated)
→ 34, 0.2, -4, -12, 0.1, 97, 101, -3, -10
- COc1ccc(CCn2c(=N)c(C(=O)NCCN3CCOCC3)cc3c(=O)n4cccc(C)c4nc32)cc1OC
→ 31, 0.4, -2, -16, 0.0, 101, 100, -4, 24
- COCc1nnc(NC(=O)c2cc(Cl)ccc2OC)s1
→ 3, 1.1, -3, 3, 2.2, 100, 106, 4, 14
- Cc1ccc(NC(=O)NCCCN2CCOCC2)cc1
→ 0, 1.1, 6, -9, 0.7, 103, 99, 3, -8
- O=S1(=O)CC(O)C(N2CCC(c3ccccc3)CC2)C1 (configuration not stated)
→ 28, 1.2, -10, -7, 0.5, 104, 104, 4, -35
- O=C(NCc1ccc2c(c1)OCO2)c1ccc(S(=O)(=O)NCC2CCCO2)cc1 (configuration not stated)
→ 10, 3.1, 1, -16, 5.9, 92, 95, -9, 5
- Cc1ccc(NC(=O)Nc2ccc3c(c2)OCO3)nc1
→ 6, 0.0, -6, -5, -1.2, 98, 102, 1, 34
- CCc1ccc2nc(NC(=O)CCCc3cccs3)sc2c1
→ 10, 1.8, -6, -8, 5.1, x, x, x, 2
- CCOC(=O)c1[nH]c2ccc(OC)cc2c1NC(=O)CCN1CCN(Cc2ccccc2)CC1
→ 8, 0.5, 0, -16, 0.3, x, x, x, 0

For convenience, some entries already given:
Value order – NALP1 yeast inh, V1R ag counter, GalR3 antagonist, GPR7 antagonist, OXTR ag, MEKK2wt PB1 HTS, MEKK3 PB1 HTS, MEKK2 mut-MEK5, PHOSPHO1 inh
- Cc1ccc(NC(=O)NCCCN2CCOCC2)cc1
→ 0, 1.1, 6, -9, 0.7, 103, 99, 3, -8
- O=S1(=O)CC(O)C(N2CCC(c3ccccc3)CC2)C1 (configuration not stated)
→ 28, 1.2, -10, -7, 0.5, 104, 104, 4, -35
- O=C(NCc1ccc2c(c1)OCO2)c1ccc(S(=O)(=O)NCC2CCCO2)cc1 (configuration not stated)
→ 10, 3.1, 1, -16, 5.9, 92, 95, -9, 5
